Screening data as filed in PubChem.
EPAC1 agonist – EPAC1 (human) agonism. EPAC1 agonist qHTS, biochemical assay; response scale: 100% = response to 6.5 mM cAMP. Potency, µM (doses to about 154 µM), without a hit: at the top dose activation, actives largely listed as activators. 360,000 tested, 0.073% active; note: potency is the fitted concentration of half-maximal effect; nearly all actives have a fitted effect of over 60% in size
Target sequence (O95398 whole entry, looked up): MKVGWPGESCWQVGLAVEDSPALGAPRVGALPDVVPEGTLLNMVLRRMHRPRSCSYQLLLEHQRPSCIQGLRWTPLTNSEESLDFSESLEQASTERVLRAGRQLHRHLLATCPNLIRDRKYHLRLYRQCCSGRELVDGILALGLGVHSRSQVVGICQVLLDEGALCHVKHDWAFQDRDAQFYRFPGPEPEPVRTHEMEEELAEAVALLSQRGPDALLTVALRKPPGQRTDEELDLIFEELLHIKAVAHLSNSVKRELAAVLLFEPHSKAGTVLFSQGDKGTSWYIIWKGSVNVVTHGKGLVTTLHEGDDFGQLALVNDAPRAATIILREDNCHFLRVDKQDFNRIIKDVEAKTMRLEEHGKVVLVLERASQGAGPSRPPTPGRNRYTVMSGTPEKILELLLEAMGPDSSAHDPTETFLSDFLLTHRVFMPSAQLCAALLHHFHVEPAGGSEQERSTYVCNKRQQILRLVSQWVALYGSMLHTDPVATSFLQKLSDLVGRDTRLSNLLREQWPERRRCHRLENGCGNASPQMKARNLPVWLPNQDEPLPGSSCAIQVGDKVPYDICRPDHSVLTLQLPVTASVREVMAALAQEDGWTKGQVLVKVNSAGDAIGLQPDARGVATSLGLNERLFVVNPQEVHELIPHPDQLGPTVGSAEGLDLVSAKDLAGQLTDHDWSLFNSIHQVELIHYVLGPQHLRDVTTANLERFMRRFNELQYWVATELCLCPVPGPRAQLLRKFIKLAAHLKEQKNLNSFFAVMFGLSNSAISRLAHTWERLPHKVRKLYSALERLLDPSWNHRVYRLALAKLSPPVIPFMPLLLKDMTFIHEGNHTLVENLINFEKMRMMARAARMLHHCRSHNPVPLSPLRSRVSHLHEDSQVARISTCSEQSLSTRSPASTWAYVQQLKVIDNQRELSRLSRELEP
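Nucleotide exchange assay: 100 nM EPAC1 with 250 nM Rap1B loaded with BODIPY-GDP and 50 uM GDP, room temperature. Fluorescence (480/540 nm) read every 5 min for 30 min; signal change normalized to 6.5 mM cAMP as full agonist.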
PI5P4Ka inh – inhibitors of human PI5P4K alpha; P48426; PI5P4Kalpha enzyme, ADP-Glo luminescence, 60 min; hits give low values; max response, %; 330,000 tested, 1.2% active; AID 652105; active = max response of -50% or lower; inconclusive = between -30% and -50%; inactive = -30% or higher; note: value at the top dose of about 77 µM; % is set by controls: 0 for no effect and ±100 for the full control effect
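Compounds were pin-transferred onto PI5P4Kalpha and substrate in HEPES pH 7.4 buffer with EGTA, CHAPS and 5% DMSO. ATP (5 microM final) started the reaction, which ran 60 minutes at room temperature before ADP-Glo detection.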
EPAC1 antagonist – blocks human EPAC1 exchange factor; 360,000 tested, 0.14% active; Potency, µM (titrated, usually from 115 µM), for the others: at the top dose activity change, negative = inhibition, usual class: inhibitors; EPAC1 GEF assay, Rap1b-BODIPY-GDP exchange fluorescence; AID 720709; O95398;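 note: potency is the fitted concentration of half-maximal effect; plate controls were vehicle for no effect and positive control for full effect; nearly all actives have a fitted effect of over 50% in size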
CCT chaperon mod – modulators of cytosolic chaperonin (CCT/TRiC) activity. activity change, % (no concentration beside the values), hits read low. AID 651819. 360,000 tested, 0.3% active. purified chaperonin ATPase assay, HTRF ADP detection, 30 min; in the data active = activity change below about -30%; note: % is set by controls: 0 for no effect and ±100 for the full control effect
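First, chaperonin was dispensed at 40 nM or 20 nM final depending on batch activity. Next, compounds were pinned at 76 uM and ATP added at 10 uM. After 30 min at 37 °C, ADP detection reagents ran 30 min at ambient temperature.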
MmCpn inh – blocks the Methanococcus maripaludis chaperonin Mm-Cpn. purified Mm-Cpn ATPase, ADP Transcreener TR-FRET. Potency, µM (titrated, usually from 76.9 µM), for the others: at the highest dose activity, negative = inhibition, most hits filed as inhibitors. AID 504842. 330,000 tested, 0.031% active; note: potency is the fitted concentration of half-maximal effect; % is set by controls: 0 for no effect and ±100 for the full control effect; nearly all actives have a fitted effect of over 80% in size
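Reaction buffer contained 30 mM Tris pH 7.4, 100 mM KCl, 5 mM MgCl2 and 1 mM DTT. Mm-CPN (25 nM final) hydrolysed 10 uM ATP over 30 min at 37°C; ADP was read by HTRF.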
EPAC2 antag – EPAC2 (human) antagonism | Potency, µM (series often up to 114 µM), without a hit: top-dose activity, negative = inhibition, actives largely listed as inhibitors | EPAC2 GEF exchange of Rap1B-BODIPY-GDP, fluorescence | 360,000 tested, 0.18% active | Q8WZA2 | AID 720708; note: potency is the fitted concentration of half-maximal effect; % is set by controls: 0 for no effect and ±100 for the full control effect; nearly all actives have a fitted effect of over 45% in size; many of its hits are not listed in these tables
PLK1 PBD inh – PLK1 (human) polo-box domain binding inhibition; Plk1 PBD binding of FITC phosphopeptide, fluorescence polarization; AID 720504; P53350; Potency, µM, without a hit: max response, negative = inhibition, usual class: inhibitors; 360,000 tested, 2.8% active; note: potency is the fitted concentration of half-maximal effect; series mostly up to about 57 µM; % is set by controls: 0 for no effect and ±100 for the full control effect; nearly all actives have a fitted effect of over 65% in size
WRN inhibitor – inhibitors of human WRN helicase. Potency, µM (top dose mostly 114 µM), inactives show at the highest dose activity change, negative = inhibition, usual class: inhibitors. 360,000 tested, 0.46% active. AID 651768. WRN helicase unwinding, fluorescent forked duplex, kinetic; note: potency is the fitted concentration of half-maximal effect; % is set by controls: 0 for no effect and ±100 for the full control effect; nearly all actives have a fitted effect of over 55% in size
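Enzyme (20 nM final) and test compound sit together 15 min at room temperature before substrate addition. Substrate is a single-forked duplex oligonucleotide (100 nM) labelled with fluorophore and quencher, with 2 mM ATP; helicase unwinding raises red fluorescence, read kinetically.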
* hit, by the source's call; ? = inconclusive; . = not tested or not shown; [ ] = another dose, or the depositor's remark. Unless noted, calls come from the whole dose curve; as a rule, active = well fitted curve in the direction sought with a large enough effect; inconclusive = small, poorly fitted or top-dose-only effect, or another doubt; inactive = no such curve, though single readings can be large; an effect the other way counts as inactive or inconclusive. The list is partial, so the mix of outcomes need not match the whole.

SMILES	EPAC1 agonist	PI5P4Ka inh	EPAC1 antagonist	CCT chaperon mod	MmCpn inh	EPAC2 antag	PLK1 PBD inh	WRN inhibitor
CC(=O)c1c(O)cc(=O)n(-c2ccccc2)c1-c1cccc2ccccc12	2%	-7	4%	0.8	-3%	-3%	-3%	-22%
CCn1nnnc1NCc1ccc(OCc2ccc(F)cc2Cl)c(OC)c1	2%	-1	-7%	-2.3	-2%	0%	-2%	9%
CCOC(=O)CN1C(=O)N[C@@H](CCc2ccccc2)[C@H](C(C)=O)[C@H]1C	-5%	9	-18%	-2.4	.	10%	-10%	5%
Cc1noc(C)c1S(=O)(=O)Nc1ccc2c(c1)C(=O)N([C@H](C)CO)C[C@H](C)[C@H](CN(C)S(=O)(=O)c1ccc(Cl)cc1)OCCCC[C@@H](C)O2	-2%	4	-6%	0.1	.	-8%	-4%	-13%
COc1cc(OC)cc(C(=O)N[C@H](C(=O)Nc2nnc(C3CC3)s2)C(C)C)c1	-6%	-7	5%	-2.5	-2%	11%	-2%	1%
CCn1c2ccccc2c2nnc(SCC(=O)NC(CC(C)C)C(=O)OC)nc21 (configuration not stated)	-4%	0	12%	-1.0	1%	-6%[57.1 µM]	-9%	8%
COCCNS(=O)(=O)c1cccc2cccnc12	-5%	-4	4%	-8.0	0%	-3%	-11%	-3%
COC(=O)c1sc2cnccc2c1N	-2%	.	-3%	-0.5	-1%	-1%	-2%	-6%
CCCCn1c(SCc2cccnc2)nc2c1c(=O)n(C)c(=O)n2C	-5%	.	-3%	1.5	0%	12%	3%	6%
O=C(NCc1cccnc1)c1ccccc1NS(=O)(=O)c1ccccc1	-16%	3	6%	1.1	3%	-1%	-5%	-15%
Cc1c(NC(=O)COC(=O)CSc2ccc(C(N)=O)cc2[N+](=O)[O-])c(=O)n(-c2ccccc2)n1C	-24%	-1	-2%	-0.4	-1%	2%	-18%	-15%
Cc1ccc(OCc2nc(-c3ccccn3)n[nH]2)cc1	-4%	7	-2%	4.2	-1%	7%	-2%	-3%
O=S1(=O)CCC(NS(=O)(=O)c2cccc3cccnc23)C1 (configuration not stated)	6%	-1	-2%	-2.8	-1%	-1%	-11%	-2%
CC(C)[C@H](NC(=O)[C@@H]1CSC2c3ccccc3C(=O)N21)C(=O)N1CCCCC1 (some centres not stated)	-4%	0	9%	0.5	-5%	2%	-15%	0%
CC(C)(C)c1ccc(C(=O)NNC(=O)c2cccc(-n3cnnn3)c2)cc1	-4%	-5	-4%	0.5	0%	-2%	5%	-1%
CC(C)NS(=O)(=O)c1ccc(OCC(=O)NCc2cccnc2)cc1	4%	.	9%	0.1	0%	4%	-4%	-2%
OC1CCC(Nc2ccn3nc(-c4cccc(Cl)c4)cc3n2)CC1 (configuration not stated)	2%	-3	-14%	-2.2	.	5%	-4%	-4%
COc1ccc(S(=O)(=O)NCCc2ccccc2)cc1OC	7%	0	-11%	-1.2	1%	-5%	-10%	12%
O=C(O)c1ccc(N2C(=O)c3ccccc3C2=O)cc1[N+](=O)[O-]	-2%	-20	-22%	-0.8	.	-1%	-15%	2%
c1ccc(C2=Nn3c(nnc3-c3ccncc3)SC2)cc1	4%	-7	1%	0.2	-3%	-1%	-9%	-8%
Cc1ccc(NC(=O)c2ccc(OC(F)(F)F)cc2)cc1S(=O)(=O)N(C)C	5%	-5	-29%	-2.4	0%	-21%	-10%	-24%
COC(=O)C1C(=O)OC(C)(C)C1C(C)C(=O)c1ccccc1 (configuration not stated)	3%	.	-4%	-6.6	-2%	11%	-2%	5%
O=S(=O)(c1ccc(F)c(F)c1)N1CCN(Cc2ccc3c(c2)OCO3)CC1	17%	-2	-21%	-0.1	0%	-16%	-12%	0%
CCc1ccc(NC(=O)C2CCCN(S(=O)(=O)c3ccc4c(c3)CC(C)N4C(C)=O)C2)cc1 (configuration not stated)	-2%	2	2%	-0.1	0%	2%	5%	-5%
CCC1CCCCN1CCNC(=O)C1CCCN(S(=O)(=O)c2cccc3nsnc23)C1 (configuration not stated)	-5%	2	-2%	-3.5	2%	20%	-7%	1%
New compounds follow:
SMILES	EPAC1 agonist	PI5P4Ka inh	EPAC1 antagonist	CCT chaperon mod	MmCpn inh	EPAC2 antag	PLK1 PBD inh	WRN inhibitor
Cc1c(Cl)cccc1NC(=O)c1cc(S(=O)(=O)N2CCOCC2)cn1C	-12%	9	-16%	0.6	-3%	1%	-9%	-9%
O=S(=O)(c1ccc(=S)[nH]c1)N1CCOCC1	-6%	?	4%	0.8	2%	13%	7.5µM*	-3%
CCCc1cc(=O)oc2cc(OCC(=O)Nc3ccc(S(N)(=O)=O)cc3)ccc12	8%	-4	?	0.9	0%	-26%	?	?
CCN(c1cccc(C)c1)S(=O)(=O)c1ccc(-c2coc(C)n2)cc1	8%	0	-4%	-1.3	-3%	-26%	-4%	-7%
O=C(NCC1(O)CCCCC1)C1CCC(=O)N(CCc2ccccc2)C1 (configuration not stated)	5%	3	-1%	-3.7	-1%	2%	-9%	-16%
O=C(COC(=O)COc1ccc(Cl)cc1)NC1CC1	0%	-5	8%	-1.3	2%	0%	3%	3%
CCN(CC)c1ccc(/C=N/O)cc1	4%	-2	-20%	-0.2	-4%	-5%	-9%	3%
CCn1cc(SCC(=O)NCc2ccc3c(c2)OCO3)c2ccccc21	-4%	0	-13%	-1.5	2%	?	-10%	-12%
COc1ccc(/C=N/N=C2/NC(=O)C(c3ccccc3)S2)c(OC)c1 (configuration not stated)	-1%	8	-1%	-0.3	2%	4%	-7%	-6%
O=C(CN1C(=O)CC(c2ccccc2)=Nc2ccccc21)NCc1ccccc1	-4%	2	-19%	0.7	-1%	0%	2%	0%
Cc1ccc(S(=O)(=O)c2ccc(-n3nc(C)cc3N)cc2)cc1	7%	0	-4%	0.0	1%	-2%	5%	-9%
COc1ccc(CCNC(=O)CSc2ccsc2[N+](=O)[O-])cc1OC	5%	-19	2%	-0.2	4%	1%	-11%	-4%
CC(C)CCNC(=O)c1cc(-c2ccncc2)nc2ccc(S(=O)(=O)N3CCOCC3)cc12	-9%	8	11%	2.7	-7%	23%	1%	-3%
CC(C)(C)NC(=O)CSCc1c(Cl)cccc1Cl	6%	-5	?	-0.7	1%	9%	-16%	4%
COc1cccc(-n2nnc3c(=O)n(CC(=O)OCc4ccccc4)cnc32)c1	12%	.	-2%	0.1	-1%	-2%	-4%	45%[activator]
Cc1c(C(=O)/C=C/N(C)C)nnn1-c1ccc(Cl)cc1C#N	-4%	0	29%	2.1	-7%	13%	3%	-10%
CCN1C[C@@H]2[C@@H]3C(=O)N(Cc4ccccc4)C(=O)[C@@H]3[C@](C)(C1=O)N2C(=O)c1ccc(C)cc1	11%	-4	-8%	2.0	.	-12%	1%	-6%
COC(=O)c1ccc(OCC(=O)NC2CCCCCC2)cc1	4%	0	10%	2.5	-5%	-3%	3%	5%
Cc1ccccc1C(=O)N1CCN(c2ccccn2)CC1	1%	-4	5%	-1.3	-3%	-1%	-1%	-5%
CN(C)S(=O)(=O)c1ccccc1C#N	9%	.	-1%	-3.1	-1%	-4%	-6%	-7%[57.1 µM]
Cc1ccc(C)c(CSc2nnc(-c3cccnc3)n2N)c1	3%	.	-2%	-2.2	0%	0%	-2%	-2%
Cc1ccccc1NCCNc1ccccc1C	16%	.	-4%	0.6	2%	-9%	0%	-9%
COCC(=O)N(CCN(C)C)Cc1cc2cc3c(cc2nc1Cl)OCO3	8%	-6	-16%	-0.4	-3%	-2%	3%	14%
CCc1ccc(NC(=O)N2CCN(c3ccccc3)CC2)cc1	-3%	8	-5%	1.0	-7%	-6%	-8%	-5%
CCOC(=O)c1cnc(SCc2ccc(C(C)(C)C)cc2)nc1N	-1%	.	6%	-0.8	4%	4%	-7%	1%

Next section, overlapping the part above by 2 compounds.
SMILES	EPAC1 agonist	PI5P4Ka inh	EPAC1 antagonist	CCT chaperon mod	MmCpn inh	EPAC2 antag	PLK1 PBD inh	WRN inhibitor
CCc1ccc(NC(=O)N2CCN(c3ccccc3)CC2)cc1	-3%	8	-5%	1.0	-7%	-6%	-8%	-5%
CCOC(=O)c1cnc(SCc2ccc(C(C)(C)C)cc2)nc1N	-1%	.	6%	-0.8	4%	4%	-7%	1%
O=C(CN1CCC(NC(=O)Nc2ccccc2)CC1)Nc1cccc([N+](=O)[O-])c1	1%	5	-2%	-1.4	3%	-1%	-2%	-4%
CC(=O)c1cccc(N(CC(=O)NC2CCCCC2)C(=O)Cn2nnc(-c3ccccc3)n2)c1	-2%	0	-18%	0.6	-3%	2%	-14%	6%
Cc1ccc(OCCCC(=O)N(C)CC(=O)Nc2ccccc2Cl)cc1	-1%	-4	4%	-2.3	-1%	-3%	-1%	-4%
CCOC(=O)c1cnn(-c2ccccc2)c1-c1ccccc1	8%	7	-2%	-1.3	0%	-6%	9%	-4%
CSCCC(NC(N)=O)C(=O)NCc1ccc(Cl)cc1 (configuration not stated)	11%	-2	-2%	-0.5	2%	-1%	-9%	13%
CCC1Oc2ccccc2N(CC(=O)NC2CCCCC2C)C1=O (configuration not stated)	-8%	1	0%	-0.5	1%	-1%	-1%	5%
O=C(c1cc2cc(F)ccc2[nH]1)N1CCc2ccccc21	5%	-1	15%	0.3	0%	7%	0%	0%[57.1 µM]
O=C(CCN1C(=O)C2CC=CCC2C1=O)OCC(=O)c1ccc(F)cc1 (configuration not stated)	8%	1	1%	0.1	1%	-11%	-3%	-7%
Oc1ccc(-c2n[nH]c(C(F)(F)F)c2-c2ccccc2)c(O)c1	-4%	12	-12%	-4.6	-2%	?	-11%	9%[57.1 µM]
O=C(COc1ccc2c(-c3ccccc3)cc(=O)oc2c1)NCCN1CCOCC1	14%	1	-2%	1.3	0%	-12%	-6%	-4%
CCN(C(=O)COc1ccccc1[N+](=O)[O-])C1CCS(=O)(=O)C1 (configuration not stated)	-12%	-4	-1%	-2.9	1%	0%	7%	-6%
CCc1ccc(NC(=O)CSc2n[nH]c(=O)n2C2CC2)cc1	6%	-3	17%	-1.0	-1%	3%	-9%	13%
CCc1ccc(OCCCC(=O)NCc2ccccc2)cc1	-3%	-6	2%	0.0	0%	-11%	27µM*	-21%
CC(=O)C1=C(O)C(=O)N(CC(=O)O)C1c1ccccc1Cl (configuration not stated)	-3%	-5	-10%	0.3	-3%	6%	-7%	5%
CC(=O)Nc1ccc(Cl)cc1C(=O)O	4%	-18	-4%	0.9	1%	-7%	-2%	-19%
Cc1cccc(NC(=O)CSc2nc(N)c(NC(=O)c3cccs3)c(=O)[nH]2)c1	5%	4	-27%	-1.5	1%	12%	-27%	-10%
